# Screening data from PubChem.
# Wnt bcat act = Wnt/beta-catenin pathway activators, primary screen, cell-based, plate reader, single point | AID 743398, 2014 | Wnt/beta-catenin reporter cell assay, activator | activation, % at 9.35 µM | actives 1.2% (n = 300,000); in the data active = activation above about 30%, passing the limit was not always enough; inconclusive = no clear call, values can overlap the other calls;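 note: 0% = neutral control wells and 100% = positive control wells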
# HTR5A ag = HTR5A agonists in luminescence cell assay, primary screen, counter-screen for OPRM1-OPRD1 heterodimer agonist project, full-deck HTS. activation, % at 9.3 µM. actives 0.61% (n = 340,000). 5-hydroxytryptamine receptor 5A (Homo sapiens), P47898. cell-based; in the data active = activation mostly above about 9.5%, no sharp cut-off; inactive = mostly below about 7.6%;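 note: 0% = cells with vehicle only and 100% = reference agonist; strong numbers were not always called active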
# Target sequence (P47898 whole entry, looked up): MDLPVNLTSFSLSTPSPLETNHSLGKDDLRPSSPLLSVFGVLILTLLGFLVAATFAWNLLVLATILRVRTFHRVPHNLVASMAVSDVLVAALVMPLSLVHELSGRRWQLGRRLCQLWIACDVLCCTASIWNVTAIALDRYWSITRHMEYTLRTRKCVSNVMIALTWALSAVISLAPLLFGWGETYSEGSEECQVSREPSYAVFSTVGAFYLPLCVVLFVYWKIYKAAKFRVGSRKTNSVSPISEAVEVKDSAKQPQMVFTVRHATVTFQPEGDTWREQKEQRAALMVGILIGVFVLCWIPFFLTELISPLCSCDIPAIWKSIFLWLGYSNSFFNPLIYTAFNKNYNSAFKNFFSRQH
# SR-BI DiI inh = inhibitors of SR-BI mediated HDL lipid uptake, primary screen, ldlA[mSR-BI] cells, fluorescence, single point | inhibition, % at 12.5 µM | actives 0.96% (n = 320,000) | ldlA[mSR-BI] CHO cells, DiI-HDL uptake fluorescence, 3 h;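 active = mean replicate inhibition of at least 70% and a set share of replicates each scoring 70 or more; inconclusive = meets just one of the two criteria; inactive = fails both criteria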;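 note: 0% = median of neutral control wells and 100% = median of positive control wells; values of inactives mirror those of a sister screen read the other way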
# Target sequence (Q61009 whole entry, looked up): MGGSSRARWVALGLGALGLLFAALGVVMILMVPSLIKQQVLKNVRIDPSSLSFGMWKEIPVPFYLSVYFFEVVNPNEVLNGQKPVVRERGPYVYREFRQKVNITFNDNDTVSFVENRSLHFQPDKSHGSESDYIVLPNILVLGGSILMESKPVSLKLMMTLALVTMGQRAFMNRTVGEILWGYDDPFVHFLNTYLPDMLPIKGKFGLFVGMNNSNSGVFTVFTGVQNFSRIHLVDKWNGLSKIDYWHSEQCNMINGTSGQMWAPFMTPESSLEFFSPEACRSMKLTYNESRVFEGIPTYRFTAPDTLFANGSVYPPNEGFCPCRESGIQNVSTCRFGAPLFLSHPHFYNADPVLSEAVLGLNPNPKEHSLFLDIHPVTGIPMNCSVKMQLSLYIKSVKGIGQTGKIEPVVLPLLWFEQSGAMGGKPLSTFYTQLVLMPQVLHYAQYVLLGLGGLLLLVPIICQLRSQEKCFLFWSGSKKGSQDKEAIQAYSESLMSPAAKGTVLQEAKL
# CDK5 inh = inhibitors of human CDK5/p35 kinase, primary screen, biochemical, single concentration | Recombinant CDK5/p35, ADP-Glo luminescence, 60 min | inhibition, % at 10 µM | actives 0.01% (n = 330,000);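 active = highest replicate inhibition of at least 50% and at least 75% of replicates reaching 50%; inconclusive = only one of the two criteria met; inactive = both criteria failed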;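 note: plate controls were DMSO neutral control for no effect and GW8510 at 10 µM for full effect; many of its hits are not listed in these tables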
# PvdQ inh = P. aeruginosa PvdQ acylase inhibitors, primary screen, biochemical, fluorescence, plate reader and imaging, single point; PvdQ acylase [Pseudomonas aeruginosa LESB58]; purified PvdQ acylase; inhibition, % at 10 µM; actives 0.063% (n = 340,000); in the data active = inhibition above about 30%, passing the limit was not always enough; inconclusive = no clear call, values can overlap the other calls;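 note: 0% = vehicle neutral wells and 100% = reference inhibitor wells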
# dFosB act = activators of delta FosB homodimer, primary screen, biochemical, fluorescence polarization, TAMRA-CDK5 oligo, single point. purified delta FosB; percent of positive-control signal above neutral wells. activation, % at 25 µM. actives 0.99% (n = 340,000). AID 493131, 2011. Protein FosB (Mus musculus), P13346;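 active = mean activation above about 17%, with every replicate also reaching it, limit read from the data, passing the limit was not always enough; inconclusive = only one of the two conditions met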;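 note: fluorescence polarization rise as delta FosB binds a TAMRA Cdk5 AP-1 oligo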
# SR-BI uptake up = activators of SR-BI mediated DiI-HDL uptake, primary screen, ldlA[mSR-BI] CHO cells, DiI fluorescence; 3 h; 100 = double the neutral-control signal; activation, % at 12.5 µM; actives 0.096% (n = 320,000);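 active = mean replicate activation of at least 60% and every replicate at or above 60%; inconclusive = mean or all-replicate condition met, but not both; inactive = mean below 60% and not all replicates reaching 60%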;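 note: 0% = median plate neutral-control signal and 100% = twice that signal; values of inactives mirror those of a sister screen read the other way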
#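 system = CHO ldlA[mSR-BI] cells, LDL receptor-null, SR-BI overexpressing | medium = Ham's F12 with 0.5% BSA, HEPES 25 mM, pH 7.4 | probe or stimulus = DiI-HDL 10 µg/mL | compound dosing = single-point compound dose | incubation = compound exposure 3 h, 37 °C | technique = DiI fluorescence, bottom read | read-out = cell-associated DiI fluorescence as measure of HDL uptake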
# cardiac RTF act = cardiac RTF calcium sensitivity activators, primary screen, biochemical, IANBD-TnC fluorescence, EC20 calcium | IANBD-labeled TnC RTF fluorescence at EC20 calcium; 0% EC20 calcium, 100% full calcium | Troponin I, cardiac muscle (Homo sapiens) + Troponin T, cardiac muscle (Homo sapiens) + … | activation, % at 7.2 µM | actives 0.24% (n = 340,000);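 active = activation above the mean over all tested compounds plus 3 SD, cut at about 30% in these data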;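 note: rise in fluorescence read as greater calcium sensitivity of cardiac thin filaments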
# MITF act = activators of MITF-driven TRPM1 promoter reporter, primary screen, cell-based, SK-MEL-5, luciferase, single point. SK-MEL-5 TRPM1-promoter luciferase, 24 h; % of positive control, neutral wells = 0. activation, % at 12.5 µM. actives 0.75% (n = 300,000);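 active = mean activation of at least 80% with every replicate also reaching 80%; inconclusive = mean reaches 80% but some replicate falls short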;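 note: 0% = neutral control wells and 100% = parthenolide positive control wells; values of inactives mirror those of a sister screen read the other way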
# Rtt109 Vps75 = inhibitors of C. albicans Rtt109/Vps75 HAT, primary screen, biochemical, ThioGlo CoA-SH fluorescence, plate reader; Histone acetyltransferase RTT109 (Candida albicans (strain SC5314 / ATCC MYA-2876)), …; purified Rtt109/Vps75, 4 h; inhibition, % at 34.9 µM; actives 0.16% (n = 330,000); AID 540336, 2011;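 active = inhibition of at least 50% in every replicate; inconclusive = best replicate reaches 50% inhibition but some replicates fall short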
# Numbers without * were called inactive; ? = inconclusive; . = not tested or not shown.
entry	Molecule	Rtt109 Vps75	SR-BI DiI inh	dFosB act	CDK5 inh	SR-BI uptake up	PvdQ inh	cardiac RTF act	Wnt bcat act	MITF act	HTR5A ag
1	Oc1ccccc1-c1nnc(SCCN2CCOCC2)n1Cc1ccccc1	-7.5	57.8	-4.0	-2.2	-57.8	-17.8	1.1	2.1	-20.8	5.7
2	CC(C)OCC1CO1 (stereo not drawn)	3.2	-12.0	0.9	-0.2	12.0	-0.6	0.5	-0.2	5.6	-0.1
3	Cc1ccccc1Nc1cc(C)c2c(O)cccc2n1	-8.3	.	1.8	-0.6	.	-9.4	-0.3	5.6	35.9	1.9
4	COc1ccccc1/C=C/C(=O)c1ccc(NC(C)=O)cc1	-11.9	42.6	-0.5	-0.1	-42.6	5.3	0.0	29.4	3.6	2.0
5	O=C(CCc1ccccc1)NNC(=O)COc1ccccc1	-4.6	-9.4	0.2	0.4	9.4	-5.5	-1.0	.	-10.1	0.6
6	O=C(c1cccs1)N1CCC2(O)CCCCC2C1c1ccc(F)cc1 (stereo not drawn)	12.7	-31.5	-1.9	-2.1	31.5	-12.8	3.2	-1.3	-9.7	-1.4
7	CC1C(=O)N2CCCc3cc(S(=O)(=O)NCCc4ccccc4)cc1c32 (stereo not drawn)	0.2	-5.2	-2.7	-1.3	5.2	-16.9	-5.5	0.2	2.4	0.8
8	COc1ccc(NS(=O)(=O)c2ccc3c(c2)NC(=O)CO3)cc1	.	-14.1	3.6	1.4	14.1	4.0	-3.6	-1.2	3.4	6.3
9	Cc1ccc(S(=O)(=O)NCc2ccc(C(=O)N3CCN(Cc4ccccc4)CC3)cc2)cc1	.	21.4	-5.1	0.7	-21.3	-2.0	3.2	.	-17.6	0.1
10	CCc1ccc(C(C)NC(=O)c2ccc(F)cc2)cc1 (stereo not drawn)	-1.3	10.9	-2.2	-0.9	-10.9	7.1	0.7	.	-12.3	9.3
11	COc1ccc(CN(C)C(=O)Cn2ccc(NC(=O)OCc3ccccc3)nc2=O)cc1OC	6.1	-9.8	-5.8	-0.3	9.8	7.1	-6.7	5.7	-9.6	3.0
12	Cn1c(=O)c2c(SCC(=O)N3CCCC3)nc(CC(C)(C)C)nc2n(C)c1=O	-19.0	5.0	-2.7	-0.4	.	-15.7	0.2	-0.8	7.7	-7.0
13	CCOCCCNC(=O)c1ccc(NC(=O)C2=CSCCO2)cc1	0.4	27.0	-0.7	-2.1	-27.0	-10.5	2.7	1.4	12.7	-1.1
14	CC(C)CCNc1nc(-c2ccco2)c2c(c1C#N)CCCC2	-21.0	0.2	-10.7	0.1	-0.2	-24.1	-2.0	.	-6.6	-2.2
15	CN(c1ccccc1C(=O)N1CCN(Cc2ccc3c(c2)OCO3)CC1)S(C)(=O)=O	-6.9	-6.5	3.0	1.0	6.5	-10.6	-2.0	-0.3	-4.6	-3.3
16	CCOC(=O)c1cc(NC(=O)c2ccc(OC)cc2)c(=O)oc1-c1ccccc1	-1.7	8.4	-17.2	4.0	-8.4	-8.5	-0.5	.	0.8	2.7
17	CCCOC1CCCN(Cc2cn(C)nc2-c2ccccc2F)C1 (stereo not drawn)	-3.3	2.4	-6.8	0.0	-2.4	-11.3	7.3	-2.4	5.9	1.8
18	COc1ccccc1C(=O)NCCNc1ccc([N+](=O)[O-])cc1Cl	2.7	17.4	-1.7	-0.5	-17.4	-6.1	2.2	1.4	.	2.5
19	CCC(CO)Oc1cc(NC(=O)Cc2ccccc2)c2ncn(C(C)C)c2c1 (stereo not drawn)	-1.4	-5.7	0.2	-0.5	5.7	-9.1	2.1	-2.5	-3.8	1.1
20	CN(C)c1ccc(/C=C(/C#N)C(=O)NCc2ccccc2)o1	-1.4	-9.3	-0.3	0.4	9.3	5.6	69.5*	12.8	60.6	-1.7
21	Cc1ccccc1NC(=O)Cn1c(O)c(N=NC(=O)c2ccccc2O)c2ccccc21	3.3	14.9	12.5	1.2	-14.9	-9.7	-3.5	-6.3	3.9	-2.7
22	O=C(O)C12C[C@H]3C[C@@H](C1)CC(n1ncc(N4CCN(c5ccccc5)CC4)c(Cl)c1=O)(C3)C2	5.3	-10.8	-6.0	-0.3	10.8	5.5	-2.7	.	-3.2	1.7
23	COc1ccc(-c2nnc(N(C)C(=O)C3CCOC3)s2)cc1 (stereo not drawn)	4.0	4.4	-4.5	-0.8	-4.4	4.2	-3.2	.	38.6	-6.9
24	CCn1cc(CN2CCN(Cc3ccc(C)o3)C(CCO)C2)c2ccccc21 (stereo not drawn)	-16.1	6.2	3.0	-1.6	-6.2	-9.1	-1.9	0.4	-21.2	-3.1
25	COc1cc(/C=N/Nc2nnc3c(n2)[nH]c2ccccc23)ccc1O	1.4	-13.3	-9.7	1.5	13.3	-7.3	-4.9	1.1	-3.6	1.9
26	COc1ccc(-c2cc(-c3ccccc3)no2)cc1	-5.9	58.2	-7.0	1.4	-58.2	-6.2	3.3	18.5	44.2	-0.5
27	N#Cc1ccc(S(=O)(=O)N2CCC(C(=O)Nc3cccc(C(=O)NC4CC4)c3)CC2)cc1	-7.7	19.4	-4.2	-2.1	-19.4	-11.0	4.8	0.8	3.0	-0.4
28	CCNC(=O)NC(=O)COC(=O)CCCSc1nc2ccccc2s1	-29.9	-35.7	-3.9	-6.3	35.7	-12.6	11.6	-0.7	-3.9	-0.9
29	Cc1ccc(NC(=O)c2ccc3c(c2)OCO3)cc1Cl	-6.9	34.6	-6.9	0.1	-34.6	-3.7	-7.7	4.2	51.0	2.2
30	CCN1CC2=C(OC(N)=C(C#N)C2c2cccs2)/C(=C\c2cccs2)C1 (stereo not drawn)	.	-62.9	-2.0	2.5	?	-8.0	7.3	-0.5	-14.3	-0.5
31	c1ccc(C2[C@H]3CN(Cc4cccnc4)[C@H](c4ccccc4)C34CC2(c2ccccc2)C4)cc1 (stereo partly drawn)	-15.9	-44.4	1.3	0.7	44.4	-3.8	-5.2	-20.7	-15.9	-1.9
32	O=C(O)COc1ccccc1/C=N/NC(=O)COc1ccc(-c2ccccc2)cc1	3.9	-21.9	-6.3	0.7	21.9	12.1	2.5	4.2	3.6	2.0
33	CCOc1ccc(Cc2nnc(SCC(=O)c3ccc(OC)cc3)o2)cc1	-6.1	0.3	6.2	2.4	-0.3	-5.2	7.6	-4.9	0.1	4.1
34	O=C(NC(=S)NNC(=O)c1ccccc1O)c1cccnc1	-4.7	124.0*	-5.1	-4.5	-124.0	-4.9	0.5	-0.1	-16.4	4.7
35	CC(OC(=O)CC1CCCC1)C(=O)Nc1ccc(Cl)cn1 (stereo not drawn)	-3.9	2.3	-1.1	0.5	-2.3	12.4	-3.2	-1.1	8.7	6.0
36	COc1ccc(-n2c(C)c([N+](=O)[O-])c3ccc(O)c(CN4CCCCC4)c32)cc1	9.8	-13.1	-6.3	-2.4	.	10.2	-7.7	-9.1	-9.6	-2.9
37	CCOC(=O)N1CCN(C(=O)c2c(-c3ccccc3Cl)noc2C)CC1	-9.1	11.3	-5.1	2.4	-11.3	8.6	-7.0	-0.9	-6.5	0.7
38	CC(C)(C)NC(=O)CN(C(=O)CCN1CCCc2ccccc21)C(C)(C)C	4.4	-9.6	-13.4	-1.6	9.6	-15.5	6.3	-1.3	-12.3	0.9
39	CCN(CC)S(=O)(=O)c1ccc(OC)c(NC(=O)c2ccc(-n3cncn3)c([N+](=O)[O-])c2)c1	2.6	56.8	-8.6	-1.6	-56.8	-8.2	-4.8	-2.8	-8.7	0.9
40	CC(=O)Nc1ccc(S(=O)(=O)Nc2nc3ccccc3nc2Nc2cccc(S(N)(=O)=O)c2)cc1	6.6	-18.0	-2.6	-2.5	18.0	-7.5	0.9	-1.4	-12.6	-0.9
41	CC(Sc1nnc2ccccn12)C(=O)NCc1ccc2c(c1)OCO2 (stereo not drawn)	-5.0	-4.8	4.4	-3.0	4.8	-6.5	6.6	-1.0	-1.9	2.2
42	CCOC(=O)c1nnn(-c2nonc2N)c1-c1ccc(Cl)cc1	4.1	-7.9	1.2	-1.1	7.9	-4.5	3.4	-0.6	21.2	-1.1
43	Cc1c(Br)c([N+](=O)[O-])nn1CC(=O)Nc1sc2c(c1C(=O)OC(C)C)CCCC2	-8.0	59.5	-3.7	1.3	-59.5	-13.8	-2.8	0.5	-1.2	10.4
44	Cc1nnc(-c2cnn(C)c2N)n1Cc1ccccc1	5.7	-1.8	4.0	1.7	1.8	-11.4	8.7	3.0	.	1.7
45	Cn1ccc(C(=O)Oc2ccc(C(=O)Nc3ccc(F)cc3F)cc2)n1	4.9	-1.0	-1.1	-0.5	1.0	-9.0	4.8	6.9	38.2	-0.6
46	COC(=O)c1cc(=O)n(C2CC2)c(=NC2CC2)s1	6.5	-7.4	-6.1	-1.0	7.4	9.2	1.2	.	2.7	2.4
47	CC(=O)NC(C)c1nc2ccccc2n1C(C)C (stereo not drawn)	-9.2	0.0	1.7	-1.3	0.0	-9.7	1.6	-2.4	.	9.3
48	CNC[C@H]1Oc2c(NC(=O)c3ccc(-c4nccs4)cc3)cccc2C(=O)N([C@@H](C)CO)C[C@@H]1C	9.5	6.0	-5.6	-0.4	-6.0	-13.5	4.2	2.7	10.8	-0.7
49	CCOc1ccc(Br)cc1C(=S)N1CCCC1	2.8	-4.2	-0.7	-0.2	4.2	-8.7	-0.1	0.0	-2.8	1.4
50	CC(Sc1cccc[n+]1[O-])C(=O)Nc1cc(Cl)c(Cl)cc1Cl (stereo not drawn)	19.1	12.2	-1.1	-2.1	-12.2	8.1	-2.2	-2.3	13.1	0.3
51	CNC(=S)NC1(C)CCS(=O)(=O)C1 (stereo not drawn)	17.6	0.6	-4.1	0.4	-0.6	4.2	.	-1.9	.	.
52	Cc1cccc(-n2ncc3c2CCCC3NC(=O)C2CCOCC2)c1C (stereo not drawn)	-23.0	-12.9	-2.8	-1.9	12.9	-6.8	1.2	-5.0	-20.8	3.7
